High-throughput results as filed in PubChem BioAssay.
Wee1 degr inh: Wee1 degradation inhibitors, primary screen, cell-based, HeLa, Wee1K328M-luciferase, luminescence; Wee1-like protein kinase (Homo sapiens), P30291; reporter increase, % at 5 µM; HeLa Luc-Wee1K328M stability; 100% = proteasome inhibitor MG132 effect; hit rate 1.2% among 220,000;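 active = activation above the mean of all tested compounds plus 3 SD, set per screening run, cut at about 8.8% in these data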;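 note: cells exposed to compound for 20 h before luminescence read; 0% = DMSO alone and 100% = MG132 at 30 µM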
MDM2 E3 inh: MDM2-luciferase reporter signal enhancers, primary screen, MDM2 E3 ligase inhibitor project, cell-based, luminescence, 1536-well | cell-based MDM2 ubiquitination luciferase reporter, 2 h; 0 = plate control, 100 = twice control, blank-subtracted | hit rate 0.11% among 210,000 | signal enhancement, % at 5 µM | E3 ubiquitin-protein ligase Mdm2 (Homo sapiens), Q00987 | AID 1230, 2008;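 active = signal enhancement of 30% or more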;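 note: luminescence tracks abundance of the self-degrading MDM2-luciferase fusion protein; higher signal means inhibition of MDM2 E3 ligase activity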
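Assay system: mammalian cells stably expressing self-ubiquitinating, self-degrading MDM2 E3–luciferase fusion. Quantity: 2000 cells in each well. Medium: DMEM culture medium. Compound dosing: single-point 5 µM. Timing: cell settling 4 h, compound treatment 2 h, both 37 °C. Technique: luciferase luminescence. Read-out basis: percent signal gain over controls, blank-subtracted. Benchmarks: plate controls and plate blanks.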
S1P4 antag: S1P4 receptor antagonists, primary screen, cell-based. S1P4-expressing cells, antagonist mode, reporter read-out. hit rate 0.26% among 220,000. Sphingosine 1-phosphate receptor 4 (Homo sapiens), O95977. inhibition, % at 4.98 µM; in the data active = inhibition above about 29%;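 note: 0% = wells stimulated with agonist and 100% = vehicle wells without agonist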
BaF3 parental: parental Ba/F3 cell viability inhibition, counter-screen for JAK2V617F inhibitor project, murine pro-B, CellTiter-Glo luminescence; inhibition, % at 5.6 µM; AID 1486, 2009; CellTiter-Glo ATP luminescence; hit rate 1.1% among 220,000;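 active = inhibition above a per-campaign cutoff, the mean inhibition of all tested compounds plus 3 SD, cut at about 27% in these data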;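 note: 0% = DMSO wells and 100% = JAK Inhibitor I control wells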
NPY-Y2 PAM-ag: NPY-Y2 potentiators or agonists, primary screen, cell-based; activation, % at 3.6 µM; Neuropeptide Y receptor type 2 (Homo sapiens), P49146; cells expressing NPY-Y2, potentiator/agonist read-out; AID 1359, 2008; hit rate 0.45% among 220,000; in the data active = activation above about 27%;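 note: cells stimulated with NPY near EC25 plus isoproterenol at EC100; 0% = vehicle plus submaximal agonist and 100% = vehicle plus saturating agonist; some results beyond the cut were filed as inactive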
S1P4 ag: S1P4 receptor agonists, primary screen, cell-based; S1P4-expressing cell line, agonist reporter assay; activation, % at 4.98 µM; hit rate 0.35% among 220,000; Sphingosine 1-phosphate receptor 4 (Homo sapiens), O95977; AID 1509, 2009; in the data active = activation above about 11%;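 note: 0% = DMSO vehicle and 100% = reference agonist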
PERK inh: block of dimerizer-induced PERK translation repression, primary screen, PERK inhibitor project, CHO PERK-DD cells, SEAP luminescence, HTS; CHO PERK-DD fusion, SEAP luminescence translation reporter; hit rate 0.17% among 220,000; Eukaryotic translation initiation factor 2-alpha kinase 3 (Homo sapiens), Q9NZJ5; inhibition, % at 5.6 µM;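 active = inhibition above the mean inhibition of all tested compounds plus 3 SD, set separately per screening campaign, cut at about 2.9% in these data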;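 note: PERK kinase domain activated by AP20187 dimerizer at 100 nM; 0% = DMSO with dimerizer and 100% = rapamycin at 8.4 µM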
eIF4E-4G inh: eIF4E–eIF4G protein interaction inhibitors, primary screen, biochemical, uHTS, TR-FRET, eIF4GI fragment; Eukaryotic translation initiation factor 4E (Mus musculus) + Eukaryotic translation …; TR-FRET eIF4E-eIF4GI(517-606) binding, 2 h; inhibition, % at 21.7 µM; hit rate 0.37% among 220,000;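 active = inhibition above about 30%, limit read from the data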;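 note: 0% = full FRET control wells and 100% = background wells lacking eIF4GI fragment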
Target sequence (P63073 whole entry, looked up, the tested form may be a part): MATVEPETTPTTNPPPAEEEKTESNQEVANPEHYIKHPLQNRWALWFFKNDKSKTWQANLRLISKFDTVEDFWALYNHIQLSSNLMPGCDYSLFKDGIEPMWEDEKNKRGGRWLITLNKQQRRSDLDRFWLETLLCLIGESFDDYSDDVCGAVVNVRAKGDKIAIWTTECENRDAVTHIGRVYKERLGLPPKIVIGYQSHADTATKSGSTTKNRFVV
Target sequence (Q04637 whole entry, looked up, the tested form may be a part): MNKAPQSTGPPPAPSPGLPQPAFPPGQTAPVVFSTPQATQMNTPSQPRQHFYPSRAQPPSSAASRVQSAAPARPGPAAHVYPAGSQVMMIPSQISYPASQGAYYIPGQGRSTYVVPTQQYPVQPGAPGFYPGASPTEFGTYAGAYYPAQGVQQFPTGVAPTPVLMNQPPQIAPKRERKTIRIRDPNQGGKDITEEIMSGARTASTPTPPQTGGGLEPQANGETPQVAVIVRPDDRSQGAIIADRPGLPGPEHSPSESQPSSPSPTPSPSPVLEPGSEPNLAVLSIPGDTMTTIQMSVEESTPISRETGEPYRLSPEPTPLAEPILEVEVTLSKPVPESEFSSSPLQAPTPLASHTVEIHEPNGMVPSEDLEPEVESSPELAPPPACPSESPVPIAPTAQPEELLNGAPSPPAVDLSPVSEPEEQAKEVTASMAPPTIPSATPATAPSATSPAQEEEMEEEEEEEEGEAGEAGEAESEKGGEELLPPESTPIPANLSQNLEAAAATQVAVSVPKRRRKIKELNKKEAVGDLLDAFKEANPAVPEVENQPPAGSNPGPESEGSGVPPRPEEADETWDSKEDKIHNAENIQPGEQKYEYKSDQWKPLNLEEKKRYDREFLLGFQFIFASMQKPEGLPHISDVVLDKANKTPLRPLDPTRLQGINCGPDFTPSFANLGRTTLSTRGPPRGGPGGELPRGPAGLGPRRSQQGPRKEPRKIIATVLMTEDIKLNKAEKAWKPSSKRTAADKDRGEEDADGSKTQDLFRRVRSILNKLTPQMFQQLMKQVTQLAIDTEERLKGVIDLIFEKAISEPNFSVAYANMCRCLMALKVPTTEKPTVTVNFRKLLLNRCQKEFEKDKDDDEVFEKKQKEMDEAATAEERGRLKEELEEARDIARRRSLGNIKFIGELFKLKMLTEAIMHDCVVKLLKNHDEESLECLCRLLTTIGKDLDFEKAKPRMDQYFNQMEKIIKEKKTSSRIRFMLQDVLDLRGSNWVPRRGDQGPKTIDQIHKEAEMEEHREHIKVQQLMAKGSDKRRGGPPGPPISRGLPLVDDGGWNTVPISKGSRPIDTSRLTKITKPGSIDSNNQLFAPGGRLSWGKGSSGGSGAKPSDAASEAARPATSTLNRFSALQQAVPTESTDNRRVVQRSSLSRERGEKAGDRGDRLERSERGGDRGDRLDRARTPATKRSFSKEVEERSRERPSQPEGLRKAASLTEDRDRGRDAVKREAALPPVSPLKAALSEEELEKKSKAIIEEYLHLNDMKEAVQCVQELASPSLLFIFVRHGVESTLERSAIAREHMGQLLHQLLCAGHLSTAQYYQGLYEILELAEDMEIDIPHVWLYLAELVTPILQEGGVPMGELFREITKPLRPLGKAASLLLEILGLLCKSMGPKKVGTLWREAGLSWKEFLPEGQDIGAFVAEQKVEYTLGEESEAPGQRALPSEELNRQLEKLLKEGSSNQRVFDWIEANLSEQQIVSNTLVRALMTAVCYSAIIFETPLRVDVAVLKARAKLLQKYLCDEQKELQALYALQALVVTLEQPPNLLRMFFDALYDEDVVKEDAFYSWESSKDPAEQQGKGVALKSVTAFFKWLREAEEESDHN
Ba/F3 V617F tox: reduced viability of JAK2V617F-dependent Ba/F3 cells, primary screen, JAK2V617F inhibitor project, cell-based, Ba/F3 EpoR-JAK2V617F, luminescence. ATP luminescence. inhibition, % at 5.6 µM. hit rate 1.1% among 220,000. AID 1446, 2008;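 active = inhibition above the campaign mean plus 3 SD over all tested compounds, cut at about 24% in these data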;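 note: cytokine-independent growth of Ba/F3 cells driven by EpoR plus mutant JAK2; 0% = DMSO-treated cells and 100% = JAK inhibitor I control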
* hit, by the source's call; · = no result given; [ ] = dose if it differs, or a comment. An unsorted share of the library; 4.1% or so of the library scored in one or more.

smiles	Wee1 degr inh	MDM2 E3 inh	S1P4 antag	BaF3 parental	NPY-Y2 PAM-ag	S1P4 ag	PERK inh	eIF4E-4G inh	Ba/F3 V617F tox
CCc1ccc(-c2nc(CCl)cs2)cc1	3	-19	3	2	-4	-0.1	1.0	0[fluorescence artefact?]	-1
Cn1cc(CN2CCCCC2c2ccccn2)c(-c2ccc3c(c2)OCCO3)n1 (stereo not drawn)	-1	-5	-4	3	8	1.1	0.0	0	-3
CCO[C@@H]1OC(C(=O)NCc2ccccc2)=C[C@H](C2CC2)[C@H]1CCCO	-1	·	12	0	-4	-0.7	1.0	6	4
O=C1CC(c2ccco2)CC(O)=C1C=Nc1cc(Cl)ccc1Cl (stereo not drawn)	-4	0	-14	5	-12	1.3	1.3	13	-5
CC1=CS/C(=C(/C#N)C(=O)NCc2ccco2)N1c1ccccc1	-1	-14	-14	4	12	-0.1	0.7	-2	-1
NNc1nc(-c2ccccc2Cl)nc2sc3c(c12)CCCC3	-5	-15	-14	6	-15	4.0	0.1	-1	2
O=C(NCCN1CCOCC1)c1ccc(Cl)cc1[N+](=O)[O-]	-3	5	-4	-2	15	-1.0	0.3	-1	-5
O=C(Nc1nccs1)c1cccc(S(=O)(=O)N2CCCCC2)c1	-2	-16	-6	-1	16	-0.4	-0.3	16	-2
Cc1ccc[n+](CC(=O)Nc2cc(C(F)(F)F)ccc2N2CCOCC2)c1	0	-12	-21	1	1	-1.1	-0.1	6	-5
CCCNS(=O)(=O)c1cc(Br)cc2c1N(C(=O)CC)CC2	8	3	-13	2	9	-0.7	-1.0	1[fluorescence artefact?]	-5
Cc1ccc(OC(=O)CCC(=O)OCCCC(F)(F)C(F)(F)F)cc1	-3	-24	-3	-2	1	-0.3	-0.1	1	-2
COc1ccccc1N(CC(=O)Nc1cccnc1)S(C)(=O)=O	3	9	8	1	-2	0.5	0.5	3	0
CC1CN(C(=O)c2ccccc2NS(=O)(=O)c2cccc([N+](=O)[O-])c2)CC(C)O1 (stereo not drawn)	3	·	-27	-1	2	1.5	0.6	3	-7
CCn1c(SCC(=O)Nc2nc(C)cs2)nnc1C(NC(=O)c1ccccc1Cl)C(C)C (stereo not drawn)	-2	4	-6	4	-6	1.6	-1.0	-7	3
Cc1cc(C)cc(N/C(N)=N/c2nc(C)cc(C)n2)c1	0	-8	-21	0	-3	2.4	-0.2	3	0
Cn1cnc(S(=O)(=O)NCc2cccs2)c1	-1	-5	-2	6	3	0.6	1.9	1[fluorescence artefact?]	-1
N=C(N)N1CCc2ccccc2C1	-1	·	-12	5	-8	0.1	1.3	-1	3
FC(F)(F)c1ccc(Oc2ccc(Cl)cc2Br)nc1	1	2	3	1	4	0.8	-0.1	1	2
O=C(c1ccc(COc2ccccc2Cl)o1)N1CCN(c2ccccc2)CC1	1	-14	-16	3	-34	0.0	-0.1	0	0
Cc1ccc(CNC(=O)CCNS(=O)(=O)c2cccs2)cc1	1	-5	13	2	-9	1.6	-0.7	1	-1
Cc1csc(Nc2ccccc2)[n+]1-c1ccccc1	4	-4	-19	2	7	0.6	0.5	4	-2
CC(C)COC(=O)Cc1c(O)c2ccccc2[nH]c1=O	0	-14	-18	-1	-2	2.1	0.8	-2	-6
COc1ccccc1N1CCN(CC(=O)Nc2sccc2C#N)CC1	2	·	-14	7	8	1.0	-0.9	-3	-2
O=C(O)CSc1nnc(-c2ccccc2)c(-c2ccccc2)n1	-1	-16	-1	1	7	0.1	0.5	-2	-4
Cc1nn2c(-c3cccc(NC(=O)CN4CCOCC4)c3)nnc2c2ccccc12	5	·	0	6	7	-0.9	0.2	·	1
COC(=O)NNC(=O)C1CCC(C)CC1 (stereo not drawn)	-4	-9	-14	7	4	0.8	0.3	-3	3
O=c1[nH]c(SCc2ccccc2Cl)nc2c1cnn2-c1ccccc1	-2	-9	-9	3	5	1.2	0.2	-1	0
O=C(NCCCN1CCN(c2ccc(F)cc2)CC1)Nc1ccc([N+](=O)[O-])cc1	-1	-1	-5	4	10	0.9	-0.7	-1	5
COc1ccc(N(CC(=O)Nc2ccccc2C(=O)O)S(=O)(=O)c2ccc(C)c([N+](=O)[O-])c2)cc1	2	0	-16	8	-3	0.2	-0.1	-1	4
COc1c(C)cc(C(=O)C2CCCN(S(=O)(=O)c3c(C)noc3C)C2)cc1C (stereo not drawn)	-3	-13	5	13	-4	1.9	-1.7	1	6
NC1(N)OC(CN2C(=O)c3ccccc3C2=O)CS1 (stereo not drawn)	-2	-4	3	0	-11	-1.2	0.7	2	-2
O=C(C1CCCN(S(=O)(=O)c2cccc3nsnc23)C1)N1CCN(c2ccccn2)CC1 (stereo not drawn)	-4	-1	-16	3	3	1.7	-1.7	3	4
Cc1ccc2[nH]c(C)c(CCNC(=O)c3c(N)no[n+]3[O-])c2c1	0	-6	-15	5	-12	-0.1	-0.2	-1	-2
Cc1cc(NC(=O)c2ccccc2F)on1	-2	-1	-3	4	18	1.6	0.7	5[fluorescence artefact?]	-3
Nc1ccc(O)cc1C(=O)OCC(=O)C12CC3CC(CC(C3)C1)C2	-2	-6	-6	3	26	-0.6	0.6	·	-4
CCCc1cc2c(=O)c(-c3nc4ccccc4s3)c(COCC(=O)O)oc2cc1O	-1	-8	3	-1	-4	-0.5	0.1	5	1
O=C1NC(c2cn(-c3ccccc3)nc2-c2cccs2)C(C(=O)c2cccnc2)C(O)(C(F)(F)F)N1 (stereo not drawn)	-2	-10	-6	2	-7	2.9	0.1	-1	-7
CCC(CC)C(=O)Nc1cc(C)cc(C)c1	-2	-4	-15	-1	4	0.2	-0.5	2	2
Cc1ccccc1-n1c(-c2ccco2)n[nH]c1=S	4	6	-12	5	12	2.0	1.1	-1	1
COc1cccc(C(=O)Nc2cnc(NC(=O)c3ccco3)cc2C)c1	2	-13	-24	4	8	0.6	0.2	2	1

Following part
Second line of a record: Wee1 degr inh	MDM2 E3 inh	S1P4 antag	BaF3 parental	NPY-Y2 PAM-ag	S1P4 ag	PERK inh	eIF4E-4G inh	Ba/F3 V617F tox
O=S(=O)(Cc1c(F)cccc1Cl)c1ncn[nH]1
→ 1	-3	-8	3	-2	2.9	-0.7	-1	-2
O=C(NNS(=O)(=O)c1ccc([N+](=O)[O-])cc1)c1cnn(-c2ccccc2)c1-n1cccc1
→ 5	-17	-12	6	-6	-1.4	-0.3	-1	1
Cc1cc(C(=O)N2CCN(c3ncccn3)CC2)nn1C
→ 0	-5	-16	3	1	0.9	-0.2	4	-3
CCS(=O)(=O)c1ccc(OC)c(N=Nc2ccc(O)c3ncccc23)c1
→ 3	-18	5	7	-10	-0.4	0.7	2	2
Cc1cccc(CS(=O)(=O)Cc2ccc(C(=O)NCCCN3CCOCC3)o2)c1
→ -2	-1	6	-2	-2	0.4	0.1	0	-1
NC(C(=O)O)C(c1ccccc1)C(F)F (stereo not drawn)
→ -1	-3	6	-7	-14	-0.1	0.9	7	4
O=C(NCC(c1cccs1)N1CCOCC1)c1cc2ccccc2o1 (stereo not drawn)
→ 2	-13	16	0	3	1.5	-0.8	7	-2
COc1ccc(Cc2nn[nH]n2)cc1
→ 0	-9	-11	4	-15	2.5	0.5	-7	-2
Cc1cc(-c2ccc(N3CCOCC3)cc2)nc2ccccc12
→ 4	-17	-7	8	0	-2.0	0.3	1	3
CCCCOc1ccc(Cc2c(COCC)[nH]c(=S)[nH]c2=O)cc1
→ -1	0	-13	6	1	1.6	-0.3	-4	-1

Sorted by number of heavy atoms (high to low): 3 of the compounds above.
Second line of a record: Wee1 degr inh	MDM2 E3 inh	S1P4 antag	BaF3 parental	NPY-Y2 PAM-ag	S1P4 ag	PERK inh	eIF4E-4G inh	Ba/F3 V617F tox
O=C(NNS(=O)(=O)c1ccc([N+](=O)[O-])cc1)c1cnn(-c2ccccc2)c1-n1cccc1
→ 5	-17	-12	6	-6	-1.4	-0.3	-1	1
O=C(NCC(c1cccs1)N1CCOCC1)c1cc2ccccc2o1 (stereo not drawn)
→ 2	-13	16	0	3	1.5	-0.8	7	-2
Cc1cc(-c2ccc(N3CCOCC3)cc2)nc2ccccc12
→ 4	-17	-7	8	0	-2.0	0.3	1	3

Later entries.
Second line of a record: Wee1 degr inh	MDM2 E3 inh	S1P4 antag	BaF3 parental	NPY-Y2 PAM-ag	S1P4 ag	PERK inh	eIF4E-4G inh	Ba/F3 V617F tox
CC(=O)Nc1ccc(S(=O)(=O)CCC#N)cc1
→ 1	-8	-4	4	9	-0.3	0.9	3	0
COc1cc(C)c(CNC2CCCCC2)cc1C
→ -1	-5	-12	1	4	1.4	-1.1	-3[fluorescence artefact?]	-4
CCOC(=O)C1CCN(C(=O)c2ccc(N(C)S(C)(=O)=O)cc2)CC1
→ 1	-21	0	6	8	0.2	-1.3	-3[fluorescence artefact?]	3
CSc1nnnn1-c1cccc(O)c1
→ 3	-12	-11	8	7	-0.8	1.1	2	-1
CC(=O)N1CCN(C(=O)Cn2c(=O)oc3ccccc32)CC1
→ 3	-3	-13	1	-15	1.5	-0.5	0[fluorescence artefact?]	2
CC1CCCCN1S(=O)(=O)c1ccc(S(=O)(=O)N(Cc2ccccc2)Cc2ccco2)cc1 (stereo not drawn)
→ -1	0	-12	4	-7	2.6	-1.1	-3[fluorescence artefact?]	-3
COc1cccc(C2C([N+](=O)[O-])=C(N)Oc3cc(C)oc(=O)c32)c1 (stereo not drawn)
→ 3	0	-3	0	0	1.9	1.3	6	-2
COC(=O)Cc1ccc(NC(=S)NCC(C)C)cc1
→ 1	-8	-16	2	-6	-1.1	-0.2	2	-3
